Assay outcomes (PubChem)
Rac1 GTP hydrolysis – MgcRacGAP GTPase-activating activity inhibitors, confirmation, biochemical, ADP Hunter fluorescence | AID 624330, 2012 | 340,000 tested, 0.6% active | Rac GTPase-activating protein 1 (Homo sapiens) | inhibition, % at 30 µM, or IC50 in µM where a hit was titrated | MgcRacGAP-stimulated Rac1 GTP hydrolysis, ADP Hunter fluorescence; higher % means a stronger effect; GST-tagged Rac1 F28L mutant substrate;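 active means first-screen hits whose inhibition reached a set limit at any dose in the follow-up dose series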;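 further: fluorescence reports GDP produced by GAP-driven GTP hydrolysis; strong numbers were not always called active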
SV40 large T antigen – SV40 large T antigen inhibitors, biochemical (AID 1903); SV40 large T antigen ATPase/helicase inhibition assay; higher % means a stronger effect; inhibition, % at 20 µM, or IC50 in µM where a hit was titrated; 310,000 tested, 0.39% active; in the data active means a potency from the dose series; further: strong numbers were not always called active
KOR beta-arrestin-1 – KOR agonists, beta-arrestin recruitment, primary screen, cell-based, luminescence, uHTS (AID 1777); KOR beta-arrestin recruitment, luminescence; higher % means a stronger effect; Kappa-type opioid receptor (Homo sapiens); 280,000 tested, 0.02% active; one-dose activation, % at 10 µM; EC50 in µM for titrated hits; in the data active means activation above about 50%, passing the limit was not always enough; further: a part of the inactive calls stands beside numbers as strong as those of hits
GPR55 LPI antagonism – GPR55 antagonists blocking LPI-driven arrestin recruitment, primary screen, imaging, U2OS, beta-arrestin-GFP, LPI agonist (AID 2013); U2OS GPR55 beta-arrestin-GFP translocation imaging, LPI antagonism; higher % means a stronger effect; inhibition, % at 10 µM, or IC50 in µM where a hit was titrated; 290,000 tested, 0.13% active;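 active means spots per cell inhibited over 60%, with over 100 cells counted and total cytoplasm intensity under 500,000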;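 further: U2OS cells stably carrying GPR55 and arrestin-GFP stimulated by 5 µM LPI near EC80; imaged beta-arrestin-GFP aggregate spots per cell after agonist stimulation; plate controls were LPI-stimulated DMSO wells for no effect and DMSO wells without LPI for full effect; some results filed as inactive read as strong as hits; confirmed hits need IC50 under 10 µM and bright autofluorescent wells are also inconclusive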
GPR55 activation – GPR55 agonists via beta-arrestin recruitment, primary screen, imaging, U2OS cells, beta-arrestin-GFP redistribution (AID 1961) | 290,000 tested, 0.048% active | activation, % at 10 µM, or EC50 in µM where a hit was titrated | U2OS GPR55 beta-arrestin-GFP redistribution imaging; higher % means a stronger effect;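 active means activation above 40% with more than 50 cells counted in the well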;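 further: U2OS osteosarcoma cells stably expressing GPR55 and beta-arrestin-GFP; plate controls were DMSO negative control for no effect and LPI positive control for full effect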
NOD1 NF-kB reporter – NOD1 signaling inhibitors, primary screen, cell-based, luminescence, uHTS (AID 1578); NOD1-driven NF-kB luciferase reporter cells, luminescence; higher % means a stronger effect; inhibition, % at 4 µM, or EC50 in µM where a hit was titrated; 290,000 tested, 1% active; in the data active means inhibition mostly above about 36%, no sharp cut-off; inactive means mostly below about 34%;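 further: HEK-293T reporter cells stimulated with the NOD1 agonist gamma-tri-DAP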
KOR beta-arrestin-2 – KOR antagonists, beta-arrestin recruitment, cell-based, luminescence, uHTS (AID 1778); Kappa-type opioid receptor (Homo sapiens); KOR beta-arrestin recruitment, luminescence, antagonist mode; higher % means a stronger effect; one-dose inhibition, % at 10 µM; IC50 in µM for titrated hits; 290,000 tested, 0.091% active; further: strong numbers were not always called active
HIV peptide binding – inhibitors of HIV fusion peptide binding, primary screen, biochemical, uHTS, fluorescence dequenching (AID 1986); 290,000 tested, 0.3% active; cell-free peptide binding, fluorescence dequenching, 30 min; higher % means a stronger effect; inhibition, % at 20 µM, or IC50 in µM where a hit was titrated; in the data active means inhibition mostly above about 52%, no sharp cut-off; inactive means mostly below about 76%; further: some results filed as inactive read as strong as hits
HEK293 NOD2/NF-kB – NOD2 signaling inhibitors, cell-based, luminescence, uHTS, HEK293 (AID 1566); 290,000 tested, 0.63% active; HEK293 NOD2/NF-kB luciferase reporter, luminescence; higher % means a stronger effect; inhibition, % at 4 µM, or EC50 in µM where a hit was titrated; further: many of its hits are not listed in these tables
Numbers without * were called inactive; x = not tested or not shown; & = joins results of further samples; [ ] = remark or other dose. Unless noted, no stated cut-off is given here; in the data, active means inhibition above about 50%; inactive means the rest. Some of the compounds tested; count on the stated rates, not on these rows.

The line under a structure holds: NOD1 NF-kB reporter	KOR beta-arrestin-1	HEK293 NOD2/NF-kB	HIV peptide binding	Rac1 GTP hydrolysis	SV40 large T antigen	GPR55 LPI antagonism	GPR55 activation	KOR beta-arrestin-2
#1 O=C(O)c1cc2c(s1)CCCC2
    -5%	-3.1%	-6%	-0.1%	4%	-9%	-4%	-0.1%	-42%
#2 COCCNC(=O)CSc1nc2sccc2c(=O)n1-c1ccccc1
    -26%	0.4%	-19%	-0.3%	3%	-3%	-3%	-0.2%	-18%
#3 COc1ccc(CSc2nc(C)cc(=O)[nH]2)cc1
    -22%	4.6%	-2%	-2.8%	17%	2%	-2%	-0.2%	3%
#4 COc1ccc(CCNC(=O)CSc2nn(-c3ccccc3)c(=S)s2)cc1OC
    -9%	-1.6%	12%	0.6%	8%	14%	3%	0.1%	-10%
#5 Clc1ccc(OCCCCCN2CCOCC2)cc1
    -1%	-0.4%	0%	-1.3%	-6%	14%	9%	-0.2%	9%
#6 CSc1cccc(NC(=O)CN2C(=O)c3ccccc3S2(=O)=O)c1
    31%	2.3%	11%	-2.5%	2%	63%	9%	0.3%	42%
#7 COc1cccc(OCc2nnc(SCC(=O)OCc3ccccc3)o2)c1
    -20%	-1.1%	-1%	-0.8%	9%	4%	-4%	-0.2%	18%
#8 CCCN1C2CCCC1CC(NC(=S)Nc1cc(C)cc(C)c1)C2 (configuration not stated)
    -47%	-1.3%	18%	-1.6%	5%	8%	27%	0.5%	-18%
#9 Cc1cc(C)c(C)c(S(=O)(=O)NCC(=O)NCc2ccco2)c1C
    -22%	4.2%	18%	-1.0%	8%	4%	1%	0.0%	45%
#10 C/C(=N\NC(=O)Cn1c(-c2ccccn2)nc2ccccc21)c1cccc(O)c1
    -23%	x	14%	-0.7%	4%	5%	7%	-0.4%	x
#11 Cc1nc2ccc(NC(=O)CSc3nnc(C)s3)cc2[nH]1
    9%	1.6%	13%	1.2%	11%	13%	-11%	0.8%	-22%
#12 CCn1ncc(CN2CCCC(CNC(=O)c3ccc(F)cc3)C2)c1C (configuration not stated)
    -65%	x	-5%	0.2%	5%	-2%	-3%	-0.1%	-8%[20 µM]
#13 COc1ccccc1C(=O)NCC(=O)NNc1ncnc(N)c1[N+](=O)[O-]
    -19%	-1.8%	-11%	-1.8%	x	26%	-1%	-0.1%	11%
#14 CCOC(=O)C1(Cc2ccccc2)CCCN(C(=O)c2cnn(CC)c2)C1 (configuration not stated)
    -64%	-2.9%	-47%	1.2%	5%	-2%	-4%	-0.1%	-68%
#15 CCCS(=O)(=O)c1c(S(=O)(=O)CCC)c2c(C(N)=O)cccn2c1C(=O)c1ccc(F)cc1
    -40%	5.1%	0%	1.2%	-3%	5%	5%	0.9%	-30%
#16 CCCn1ncc(CN2CCN(CCc3ccccc3)C(CCO)C2)c1C (configuration not stated)
    -31%	5.8%	-10%	1.8%	2%	6%	-9%	-0.3%	-8%
#17 Cc1ccc(CN2CCN(Cc3ccc(Oc4ncccn4)cc3)CC2CCO)cc1 (configuration not stated)
    -21%	x	12%	0.5%	0%	15%	18%	0.3%	-36%[20 µM]
#18 Cc1ccc(-c2c(C(=O)NCc3ccc(F)cc3)oc(=O)c3ccccc23)cc1
    -2%	18%	23%	0.3%	8%	5%	0%	-0.3%	-10%
#19 Cc1nc(NC(=O)c2ccccc2)sc1-c1csc(Nc2ccc(Cl)cc2Cl)n1
    19%	6.6%	0%	3.4%	x	17%	-7%	0.0%	-12%
#20 CCCCNC(=O)C12CCC(C)(C(=O)C1Br)C2(C)C (configuration not stated)
    42%	-0.5%	-8%	-1.9%	5%	1%	14%	-0.1%	0%
#21 COc1cccc(-c2nc(CS(=O)(=O)CC(=O)Nc3cc(C)ccc3C)c(C)o2)c1
    -9%	1.1%	8%	12%	5%	1%&16%	15%	0.5%	15%
#22 O=C(CN1C(=O)C2CC=CCC2C1=O)Nc1ccc(S(=O)(=O)NC2=NCCCCC2)cc1 (configuration not stated)
    -15%	5.6%	16%	-1.4%	4%	1%	-2%	-0.1%	-15%
#23 C=CCN1C(=O)C(CC(=O)O)SC1=Nc1ccc(C(=O)O)cc1 (configuration not stated)
    -18%	0.2%	12%	2.6%	7%	3%	4%	0.7%	5%
#24 CC(C)[C@H](N)c1nnc2n1N=C(c1ccc(Cl)cc1)CS2
    -6%	6.4%	-5%	-0.4%	9%	4%	5%	0.2%	-15%
#25 CNC(=O)c1[nH]cnc1C(=O)Nc1ccccc1C
    31%	2.7%	11%	-1.9%	11%	6%	-10%	-0.4%	-25%
#26 C/C(=N/Nc1ccc([N+](=O)[O-])cc1)c1ccc(C)cc1C
    -33%	-7.2%	-16%	5.3%	6%	20%	7%	-0.3%	12%
#27 CN1/C(=C/C=N/NC(=O)c2ccc([N+](=O)[O-])cc2)C(C)(C)c2ccccc21
    41%	5.5%	20%	-2.5%	3%	4%	22%	1.2%	2%
#28 CCCn1nnc(NC(=S)NC(=O)c2cccs2)n1
    -26%	-2.9%	9%	0.4%	3%	5%	58%	-0.2%	-16%
#29 O=C(c1cc(Cl)nc2ccccc12)N1CCN(S(=O)(=O)c2ccccc2[N+](=O)[O-])CC1
    2%	-1.6%	15%	-0.1%	-1%	2%	12%	0.0%	42%
#30 CCc1nnc(NC(=O)c2ccc3ncsc3c2)s1
    -6%	0.1%	-36%	0.8%	10%	15%	1%	0.2%	1%

The last two entries of the part before come first, to join the parts:
The line under a structure holds: NOD1 NF-kB reporter	KOR beta-arrestin-1	HEK293 NOD2/NF-kB	HIV peptide binding	Rac1 GTP hydrolysis	SV40 large T antigen	GPR55 LPI antagonism	GPR55 activation	KOR beta-arrestin-2
#29 O=C(c1cc(Cl)nc2ccccc12)N1CCN(S(=O)(=O)c2ccccc2[N+](=O)[O-])CC1
    2%	-1.6%	15%	-0.1%	-1%	2%	12%	0.0%	42%
#30 CCc1nnc(NC(=O)c2ccc3ncsc3c2)s1
    -6%	0.1%	-36%	0.8%	10%	15%	1%	0.2%	1%
#31 COc1cccc(/C=C2\SC(=S)N(N3CCOCC3)C2=O)c1OC
    -26%	2.5%	2%	0.5%	4%	6%	5%	-0.2%	23%
#32 CCn1c(=O)c(=O)[nH]c2cc(C(=O)NC(C)c3ccc(S(N)(=O)=O)cc3)ccc21 (configuration not stated)
    12%	4.7%	-20%	-1.7%	9%	6%	-7%	0.7%	-20%
#33 Cc1cccc(NC(=O)CSc2ccc(C(N)=O)cc2[N+](=O)[O-])c1C
    -12%	-1.8%	7%	-1.9%	6%	6%	1%	-0.1%	-2%
#34 O=c1[nH]cnc2c1c(-c1ccccc1)cn2-c1ccc(Br)cc1
    -17%	8.8%	-6%	-2.5%	7%	2%	34%	1.1%	29%
#35 O=Cc1cn(-c2ccccc2)nc1-c1ccc2c(c1)OCCO2
    -11%	-2.0%	19%	1.9%	13%	8%	8%	0.0%	34%
#36 CCC(C(=O)NCc1ccc(OC)cc1)n1nc(C)n2c(cc3occc32)c1=O (configuration not stated)
    -4%	-3.4%	18%	-1.7%	6%	3%	10%	-0.1%	22%
#37 CC(C)c1ccc(CNC(=O)CCc2ccccc2)cc1
    -40%	-0.1%	2%	-1.0%	-2%	9%	-12%	0.0%	-2%
#38 CC1Cc2ccccc2N1C(=O)CSc1nnnn1-c1ccc2c(c1)OCCO2 (configuration not stated)
    20%	8.7%	2%	-0.5%	8%	-1%	6%	0.1%	x
#39 O=C(CCC(F)(F)F)N1CCC(CO)(CCc2ccccc2)CC1
    -24%	-1.6%	-4%	-0.4%	0%	20%	-1%	-0.4%	-6%[20 µM]
#40 CCOc1ccc2nc(NC(=O)c3ccoc3C)sc2c1
    -40%	-0.3%	-224%	0.7%	12%	25%	-7%	0.4%	-22%
#41 COc1ccc(CCN2C(=S)NC3CC2(C)Oc2ccc([N+](=O)[O-])cc23)cc1OC (configuration not stated)
    1%	-5.1%	10%	-0.9%	-4%	19%	8%	-0.1%	32%
#42 CCSc1nnc(NC(=O)CCNS(=O)(=O)c2ccccc2F)s1
    1%	12%	1%	-0.3%	5%	9%	3%	-0.1%	-22%
#43 S=C(Nc1cccc2ccccc12)NC1CCCCC1
    -53%	-6.1%	-55%	-2.5%	14%	6%	18%	-0.1%	13%
#44 Clc1ccc(CNc2ccc(CNc3ncn[nH]3)cc2)cc1
    14%	0.2%	-51%	-2.9%	-12%	0%	5%	2.2%	2%
#45 Cc1cc(/C=C(\C#N)C(=O)Nc2ccc(Cl)cc2)c(C)n1-c1ccc(N2CCOCC2)c([N+](=O)[O-])c1
    28%	7.8%	23%	0.9%	6%	21%	4%	-0.3%	13%
#46 Clc1ccc(C(c2nnnn2C2CCCCC2)N(Cc2cccnc2)Cc2ccco2)cc1 (configuration not stated)
    -8%	-0.7%	-32%	-0.4%	11%	4%	19%	0.1%	-27%
#47 NS(=O)(=O)c1ccc(CCNC(=O)C2CCN(S(=O)(=O)c3c(Cl)cccc3Cl)CC2)cc1
    -5%	4.2%	-3%	1.4%	11%	5%	3%	0.0%	0%
#48 CN1CCN(C(=O)c2ccc3c(=O)n4c(nc3c2)CCCCC4)CC1
    39%	0.7%	22%	-0.3%	3%	5%	8%	-0.1%	13%
#49 COc1ccc(Cn2cccc(NC(=O)Nc3ccc(C#N)cc3)c2=O)cc1
    2%	11%	18%	3.1%	-5%	9%	5%	-0.2%	-42%
#50 CC(C)c1nc(C#N)c(N2CCOCC2)o1
    -32%	2.6%	4%	0.1%	7%	10%	0%	0.6%	16%
#51 O=C(Oc1ccc2c(c1)OCO2)c1ccncc1
    -6%	5.2%	5%	6.1%	50µM*	27%	8%	0.1%	25%
#52 CC(=O)N1N=C(c2ccc(C)cc2)OC1c1cccnc1 (configuration not stated)
    -33%	0.1%	1%	0.1%	3%	5%	-8%	-0.5%	14%
#53 CN1C(=O)CSC1=NCC12CC3CC(CC(C3)C1)C2
    8%	3.5%	16%	2.0%	3%	4%	1%	0.5%	-36%
#54 COc1ccc(C)cc1NC(=O)CNc1ccccc1CN(C)C1CCCCC1
    -3%	-7.5%	9%	2.1%	3%	-1%	27%	-0.4%	-2%
#55 Cc1ccccc1Nc1nc(-c2cccnc2)cs1
    -51%	-3.6%	-55%	-0.5%	7%	13%	-16%	0.3%	-10%
#56 O=C(CNC(=O)c1sc2ccccc2c1Cl)OCc1ccccc1
    -16%	-3.8%	-4%	1.5%	0%	9%	9%	-0.1%	8%
#57 CCCCCCCCNC(=O)c1cccnc1SCC(=O)Nc1ccccc1OC
    -39%	11%	-19%	1.1%	4%	4%	-3%	0.2%	26%
#58 COCCCNC(=O)c1cc(-c2cccnc2)nc2ccccc12
    -11%	-3.8%	6%	-0.1%	-8%	7%	5%	-0.3%	-19%
#59 CC(=O)c1cccc(NC(=O)N2CCCC2C(=O)NC2CCCCC2)c1 (configuration not stated)
    16%	-5.0%	4%	-2.9%	8%	0%	-1%	-0.1%	-10%
